Screens: PubChem, several laboratories
PMI act – increases human mannose-6-phosphate isomerase activity; purified human PMI, coupled resazurin fluorescence, 20 min; hits give high values; 1 = vehicle control, 0 substrate-free wells; 190,000 tested, 0.005% active; activation factor at 20 µM; P34949;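 active = activation factor of 2 or more at 20 µM, relative to plate controls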
G6PDH counter – L. mesenteroides G6PDH inhibition counter-screen; Purified L. mesenteroides G6PDH, diaphorase/resazurin coupled fluorescence, 45 min; inhibition, % at 5 µM; 200,000 tested, 0.12% active; AID 1020; in the data active = inhibition above about 50%
PPARg SRC-2 ag – agonists of SRC-2 recruitment by human PPARgamma | 200,000 tested, 0.34% active | activation, % at 8 µM | PPARgamma LBD-SRC-2 recruitment, biochemical | P37231 | AID 1032; in the data active = activation above about 22%;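 note: 0% = vehicle and 100% = reference agonist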
Diaphorase inh – counter-screen for diaphorase-based assays: diaphorase inhibitors and chemical oxidizers; diaphorase resazurin-to-resorufin fluorescence, NADH, 16 min; bacterial (C. kluyveri) enzyme, not human; inhibition, % at 20 µM; 190,000 tested, 0.69% active; AID 1217;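 active = primary screen inhibition at 20 µM above a set limit, cut at about 50% in these data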;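 note: plate controls were DMSO with full reaction for no effect and wells lacking NADH for full effect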
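Assay system – diaphorase enzyme from Clostridium kluyveri · Amount – diaphorase 0.14 U/mL (working solution) · Times – reaction incubation of 16 min at room temperature · Controls – No-NADH positive control and DMSO neutral control · Signal – resorufin fluorescence 544/590 nm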
ROMK primary – human ROMK K+ channel modulation, primary screen. P48048. Tet-inducible ROMK, thallium flux fluorescence; actives lie on both sides. B-score at 10 µM. 130,000 tested, 2% active. AID 1918;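 active = signal ratio slope over the read window, or its plate-corrected B-score, at least 3 SD from the plate mean, either direction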;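 note: B-score of the F/F0 ratio slope over 7 to 12 s after thallium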
Target sequence (P48048 whole entry, looked up): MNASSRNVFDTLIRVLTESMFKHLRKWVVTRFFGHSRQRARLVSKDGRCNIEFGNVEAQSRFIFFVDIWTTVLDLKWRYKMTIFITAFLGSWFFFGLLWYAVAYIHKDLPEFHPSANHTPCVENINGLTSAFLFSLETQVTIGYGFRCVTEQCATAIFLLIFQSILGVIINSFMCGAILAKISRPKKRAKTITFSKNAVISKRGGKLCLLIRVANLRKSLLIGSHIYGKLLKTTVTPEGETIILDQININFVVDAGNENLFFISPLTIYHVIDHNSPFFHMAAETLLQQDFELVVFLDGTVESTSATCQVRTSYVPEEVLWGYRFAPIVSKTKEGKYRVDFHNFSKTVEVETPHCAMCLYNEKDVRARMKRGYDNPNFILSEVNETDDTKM
S1P3 antagonist – antagonists of human S1P3 receptor; inhibition, % at 4.98 µM; Q99500; 170,000 tested, 0.27% active; CHO S1P3 NFAT-BLA reporter, FRET fluorescence, antagonist mode;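 active = inhibition above the plate cutoff, the mean inhibition of test wells on that plate plus 3 SD, cut at about 28% in these data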;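 note: cells challenged with S1P at its EC80 of 0.8 µM; blue over green emission ratio from cleaved BLA substrate after 4 h stimulation; 0% = S1P-stimulated wells and 100% = unstimulated DMSO-only wells; some compounds past the cut are filed as inactive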
Target sequence (Q99500 whole entry, looked up): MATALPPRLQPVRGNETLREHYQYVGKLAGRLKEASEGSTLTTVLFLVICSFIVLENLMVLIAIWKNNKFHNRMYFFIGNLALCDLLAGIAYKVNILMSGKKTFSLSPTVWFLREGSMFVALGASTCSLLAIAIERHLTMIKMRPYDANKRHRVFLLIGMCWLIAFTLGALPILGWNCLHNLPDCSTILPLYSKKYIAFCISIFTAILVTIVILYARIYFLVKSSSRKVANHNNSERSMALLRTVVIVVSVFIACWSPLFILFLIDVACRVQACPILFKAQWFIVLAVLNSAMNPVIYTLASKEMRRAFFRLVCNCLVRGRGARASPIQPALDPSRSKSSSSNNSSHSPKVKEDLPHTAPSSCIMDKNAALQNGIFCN
Diaph act CS – diaphorase activation or chemical reduction counter-screen | AID 1229 | 190,000 tested, 0.005% active | activation factor at 20 µM | Diaphorase/resazurin coupled assay, resorufin fluorescence, 16 min; hits give high values; 1 = vehicle wells, 0 = NADH-free wells;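 active = diaphorase activity raised at least twofold by the compound at 20 µM; inactive = activation factor below 2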
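Material: purified diaphorase enzyme from Clostridium kluyveri; Also added: 0.114 mM NADH and 0.1 mM resazurin, final amounts; Doses: single compound dose of 20 µM, 1% DMSO final; Times: 16 min enzyme reaction, ambient temperature; Detection: resorufin fluorescence, excitation 544 nm, emission 590 nm; Measure: increased resorufin signal from activators or reducing compounds.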
PPARg SRC3 recr – promotes SRC-3 coactivator recruitment by human PPARgamma; biochemical PPARgamma/SRC-3 coactivator recruitment assay; P37231; 200,000 tested, 0.26% active; activation, % at 8 µM; in the data active = activation above about 23%;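 note: 0% = DMSO and 100% = reference agonist; some compounds past the cut are filed as inactive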
PPARg SRC-1 ag – PPARgamma-driven SRC-1 recruitment agonism; P37231; PPARgamma-SRC-1 coactivator recruitment biochemical assay; activation, % at 8 µM; 200,000 tested, 0.41% active; AID 631; in the data active = activation above about 19%;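 note: 0% = DMSO and 100% = reference agonist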
TR-FRET SRC-2 ct – flags TR-FRET format artefacts in PPARgamma SRC-2 recruitment agonist screen; TR-FRET artefact counter-screen; hits give high values; TR-FRET ratio at 8 µM; 200,000 tested, 0.4% active; in the data active = TR-FRET ratio above about 2000; note: inactives centre near 1500
PMI act hi M6P – increases human PMI activity with near-saturating mannose 6-phosphate. activation factor at 20 µM. 190,000 tested, 0.34% active. AID 1216. P34949. coupled PMI enzyme assay, resazurin fluorescence, 20 min; hits give high values; 1 = untreated enzyme, 0 = substrate-free blank;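 active = activation factor of 2 or more at 20 µM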
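Test system – human PMI in coupled enzyme assay · Timing – 20 min incubation at room temperature · Detection – Diaphorase-driven resazurin-to-resorufin fluorescence, excitation 544, emission 590 nm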
* = called active by the depositor.

Cc1ccc(NC(=O)CCN2CCc3ccccc3C2)cc1 was read as PMI act 1, G6PDH counter -19.5, PPARg SRC-2 ag 9.0, Diaphorase inh 8.4, ROMK primary -1.58, S1P3 antagonist -8.0, Diaph act CS 0.9, PPARg SRC3 recr -3.2, PPARg SRC-1 ag -3.7, TR-FRET SRC-2 ct 1769 and PMI act hi M6P 1.
`CCC(=O)N1CCc2cc(S(=O)(=O)CCC(=O)NCCc3ccc(OC)c(OC)c3)ccc21` gave PMI act 0.9, G6PDH counter -12.2, PPARg SRC-2 ag -8.3, Diaphorase inh 13.2, S1P3 antagonist 4.3, Diaph act CS 0.9, PPARg SRC3 recr -3.9, PPARg SRC-1 ag 5.5, TR-FRET SRC-2 ct 1540 and PMI act hi M6P 0.8.
`COc1cccc(CNC(=O)CCC2CCCN(C(=O)CCn3cncn3)C2)c1` (centres undefined) gave PMI act 0.8, G6PDH counter 8.3, PPARg SRC-2 ag 5.0, Diaphorase inh 19.3, ROMK primary 1.86, S1P3 antagonist -0.6, Diaph act CS 0.8, PPARg SRC3 recr 3.3, PPARg SRC-1 ag -5.4, TR-FRET SRC-2 ct 1567 and PMI act hi M6P 0.9.
O=C(NCC1CCCO1)C(c1ccc(F)cc1)N(Cc1ccc2c(c1)OCO2)C(=O)c1ccc(CN2CCOCC2)o1 (centres undefined) was read as PMI act 1, G6PDH counter 7.0, PPARg SRC-2 ag -4.5, Diaphorase inh -1.2, ROMK primary 0.00416, S1P3 antagonist -3.8, Diaph act CS 1, PPARg SRC3 recr 0.0, PPARg SRC-1 ag -8.4, TR-FRET SRC-2 ct 1659 and PMI act hi M6P 1.1.
CCN(CC)S(=O)(=O)c1cccc(S(=O)(=O)c2cccc(S(=O)(=O)N(CC)CC)c2)c1 was read as PMI act 0.9, G6PDH counter 7.1, PPARg SRC-2 ag 3.5, Diaphorase inh 24.1, ROMK primary -1.74, S1P3 antagonist 21.5, Diaph act CS 0.8, PPARg SRC3 recr 4.8, PPARg SRC-1 ag -6.8, TR-FRET SRC-2 ct 1565 and PMI act hi M6P 0.9.
`CCCCC(=O)Nc1ncc([N+](=O)[O-])s1` gave PMI act 1, G6PDH counter 1.6, PPARg SRC-2 ag 13.9, Diaphorase inh -0.4, ROMK primary -1.05, S1P3 antagonist 1.2, Diaph act CS 1, PPARg SRC3 recr 2.9, PPARg SRC-1 ag 3.9, TR-FRET SRC-2 ct 1608 and PMI act hi M6P 1.
O=c1ccn(-c2cccc(C(F)(F)F)c2)nc1-c1ccn(-c2ccccc2)n1 was read as PMI act 0.9, G6PDH counter -21.4, PPARg SRC-2 ag -3.3, Diaphorase inh 15.2, Diaph act CS 0.8, PPARg SRC3 recr -4.6, PPARg SRC-1 ag -4.1, TR-FRET SRC-2 ct 1540 and PMI act hi M6P 0.9.
Screening COc1ccc(CC(=O)N2CCC(Nc3nc4ccccc4n3Cc3ccc(F)cc3)CC2)cc1 returned PMI act 1, G6PDH counter 5.9, PPARg SRC-2 ag 6.6, Diaphorase inh 21.3, ROMK primary -3.98*, Diaph act CS 0.8, PPARg SRC3 recr 3.5, PPARg SRC-1 ag -4.2, TR-FRET SRC-2 ct 1562 and PMI act hi M6P 1.
CCOC(=O)C(C)Sc1nc2c(cnn2-c2ccc(C)cc2)c(=O)[nH]1 (centres undefined) was read as PMI act 1.1, G6PDH counter 2.3, PPARg SRC-2 ag -0.1, Diaphorase inh 8.6, S1P3 antagonist -10.0, Diaph act CS 0.9, PPARg SRC3 recr -7.5, PPARg SRC-1 ag 0.0, TR-FRET SRC-2 ct 1439 and PMI act hi M6P 1.
`O=C1CC(c2ccccc2)CC(=O)C1Sc1ccc(Cl)cc1` (centres undefined) gave PMI act 1, G6PDH counter 1.2, PPARg SRC-2 ag 1.6, Diaphorase inh 5.5, ROMK primary -0.527, S1P3 antagonist 4.3, Diaph act CS 0.9, PPARg SRC3 recr 0.2, PPARg SRC-1 ag 5.7, TR-FRET SRC-2 ct 1639 and PMI act hi M6P 1.
`COc1ccc(CCC(=O)NCCCNC(=O)CCc2ccc(OC)cc2)cc1` gave PMI act 1, G6PDH counter -3.7, PPARg SRC-2 ag 2.5, Diaphorase inh 11.3, ROMK primary 0.00323, S1P3 antagonist -2.3, Diaph act CS 0.9, PPARg SRC3 recr -0.4, PPARg SRC-1 ag 0.3, TR-FRET SRC-2 ct 1476 and PMI act hi M6P 1.
Screening CCn1c(SCc2ccc(C#N)cc2)nnc1-c1cccc(Cl)c1 returned PMI act 1, G6PDH counter 1.9, PPARg SRC-2 ag 11.0, Diaphorase inh 10.8, S1P3 antagonist 1.0, Diaph act CS 0.9, PPARg SRC3 recr -15.9, PPARg SRC-1 ag 1.9, TR-FRET SRC-2 ct 1510 and PMI act hi M6P 1.

Quoted at random: two compounds from above.
O=C(NCC1CCCO1)C(c1ccc(F)cc1)N(Cc1ccc2c(c1)OCO2)C(=O)c1ccc(CN2CCOCC2)o1 (centres undefined) was read as PMI act 1, G6PDH counter 7.0, PPARg SRC-2 ag -4.5, Diaphorase inh -1.2, ROMK primary 0.00416, S1P3 antagonist -3.8, Diaph act CS 1, PPARg SRC3 recr 0.0, PPARg SRC-1 ag -8.4, TR-FRET SRC-2 ct 1659 and PMI act hi M6P 1.1.
`COc1ccc(CCC(=O)NCCCNC(=O)CCc2ccc(OC)cc2)cc1` gave PMI act 1, G6PDH counter -3.7, PPARg SRC-2 ag 2.5, Diaphorase inh 11.3, ROMK primary 0.00323, S1P3 antagonist -2.3, Diaph act CS 0.9, PPARg SRC3 recr -0.4, PPARg SRC-1 ag 0.3, TR-FRET SRC-2 ct 1476 and PMI act hi M6P 1.

Further entries follow:
For NC(=S)Nc1nc2ccccc2[nH]c1=O the results were PMI act 0.9, G6PDH counter 2.0, PPARg SRC-2 ag 5.2, Diaphorase inh 10.3, ROMK primary -1.31, Diaph act CS 0.9, PPARg SRC3 recr 18.3, PPARg SRC-1 ag 10.7, TR-FRET SRC-2 ct 1737 and PMI act hi M6P 0.9.
`Cc1cc(C)c(C(=O)c2ccc(C(=O)NC(C)(C)C)cc2)c(C)c1` gave PMI act 0.9, G6PDH counter 9.7, PPARg SRC-2 ag 3.7, Diaphorase inh 7.7, ROMK primary -0.781, Diaph act CS 0.9, PPARg SRC3 recr -1.2, PPARg SRC-1 ag -2.2, TR-FRET SRC-2 ct 1448 and PMI act hi M6P 1.
Screening O=C(CC1CCCCC1)Nc1c2c(nn1-c1ccc(F)cc1)CS(=O)(=O)C2 returned PMI act 1, G6PDH counter -12.2, PPARg SRC-2 ag 3.0, Diaphorase inh 0.3, Diaph act CS 1, PPARg SRC3 recr -3.8, PPARg SRC-1 ag 2.1, TR-FRET SRC-2 ct 1839 and PMI act hi M6P 1.
For O=C(NCc1ccccc1)C1CCN(C(=O)NCc2ccccc2)CC1 the results were PMI act 1.1, G6PDH counter -2.7, PPARg SRC-2 ag 9.0, Diaphorase inh 12.3, ROMK primary 0.303, Diaph act CS 0.9, PPARg SRC3 recr -3.7, PPARg SRC-1 ag 1.4, TR-FRET SRC-2 ct 1652 and PMI act hi M6P 1.
For O=C(COc1ccc([N+](=O)[O-])cc1)NNC(=S)NC(=O)c1ccc(Br)cc1 the results were PMI act 0.8, G6PDH counter -0.5, PPARg SRC-2 ag 4.9, Diaphorase inh 32.7, ROMK primary -1.55, S1P3 antagonist 0.5, Diaph act CS 0.7, PPARg SRC3 recr 8.1, PPARg SRC-1 ag 8.7, TR-FRET SRC-2 ct 1632 and PMI act hi M6P 1.
`CCc1ccc(C(=O)/C=C2\Sc3ccccc3NC2=O)cc1` gave PMI act 0.9, G6PDH counter 11.2, PPARg SRC-2 ag 10.5, Diaphorase inh 28.4, ROMK primary -0.0666, S1P3 antagonist -6.5, Diaph act CS 0.7, PPARg SRC3 recr 7.0, PPARg SRC-1 ag -0.7, TR-FRET SRC-2 ct 1578 and PMI act hi M6P 1.1.
`Cn1c(SCCC#N)nnc1-c1ccccc1F` gave PMI act 1, G6PDH counter 2.2, PPARg SRC-2 ag 10.9, Diaphorase inh 13.4, ROMK primary 0.733, S1P3 antagonist 7.1, Diaph act CS 0.9, PPARg SRC3 recr -2.3, PPARg SRC-1 ag 3.1, TR-FRET SRC-2 ct 1578 and PMI act hi M6P 1.
`CC1CCN(S(=O)(=O)c2ccc3c(c2)CCN3C(=O)CCC(=O)O)CC1` gave PMI act 1, G6PDH counter 6.7, PPARg SRC-2 ag 1.3, Diaphorase inh 0.7, ROMK primary -0.23, S1P3 antagonist -24.3, Diaph act CS 1, PPARg SRC3 recr -6.7, PPARg SRC-1 ag 5.2, TR-FRET SRC-2 ct 1484 and PMI act hi M6P 1.
N#CCC(=O)NNC(=S)Nc1ccccc1C(F)(F)F was read as PMI act 1.1, G6PDH counter 8.3, PPARg SRC-2 ag 2.5, Diaphorase inh -7.3, ROMK primary -0.272, S1P3 antagonist -4.6, Diaph act CS 1.1, PPARg SRC3 recr -1.0, PPARg SRC-1 ag 6.4, TR-FRET SRC-2 ct 1552 and PMI act hi M6P 1.1.
Screening O=C(Nc1ccc(F)cc1)Nc1nnc(-c2ccccc2)o1 returned PMI act 1, G6PDH counter 0.3, PPARg SRC-2 ag 1.7, Diaphorase inh 13.1, ROMK primary -0.0498, S1P3 antagonist -3.4, Diaph act CS 0.9, PPARg SRC3 recr -1.3, PPARg SRC-1 ag 2.3, TR-FRET SRC-2 ct 1507 and PMI act hi M6P 0.9.
C=CCn1c(SCCOc2ccccc2)nnc1C(C)NC(=O)c1ccccc1 (centres undefined) was read as PMI act 1, G6PDH counter 4.8, PPARg SRC-2 ag 8.5, Diaphorase inh 7.6, Diaph act CS 0.9, PPARg SRC3 recr 0.5, PPARg SRC-1 ag 4.0, TR-FRET SRC-2 ct 1515 and PMI act hi M6P 1.
Screening CCOc1ccc2nc(/N=C/c3nc(-c4ccccc4)oc3O)sc2c1 returned PMI act 0.8, G6PDH counter 6.2, PPARg SRC-2 ag -0.8, Diaphorase inh 7.7, ROMK primary 1.81, S1P3 antagonist 5.0, Diaph act CS 0.9, PPARg SRC3 recr 1.3, PPARg SRC-1 ag 4.8, TR-FRET SRC-2 ct 1569 and PMI act hi M6P 0.9.
Cc1cc([N+](=O)[O-])nn1CCCC(=O)Nc1sc2c(c1C(N)=O)CCCC2 was read as PMI act 0.5, G6PDH counter -8.0, PPARg SRC-2 ag -0.1, Diaphorase inh 8.3, ROMK primary 0.836, S1P3 antagonist -7.3, Diaph act CS 0.9, PPARg SRC3 recr -0.8, PPARg SRC-1 ag 6.6, TR-FRET SRC-2 ct 1345 and PMI act hi M6P 0.8.
`CN(c1ccc(C(=O)N2CCCCC2)cc1)S(C)(=O)=O` gave PMI act 1, G6PDH counter -11.1, PPARg SRC-2 ag 3.4, Diaphorase inh 5.1, S1P3 antagonist -39.2, Diaph act CS 0.9, PPARg SRC3 recr -12.3, PPARg SRC-1 ag -1.7, TR-FRET SRC-2 ct 1471 and PMI act hi M6P 1.
